# TROY signal inh = inhibitors of TROY-driven NF-kB signaling, primary screen, Q293 LMP1-TROYcd cells, NF-kB luciferase, uHTS; inhibition, % at 10 µM; Q293 LMP1-TROYcd NF-kB luciferase reporter, 4 h; actives 0.98% (n = 360,000);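 active means compounds whose plate-normalised and pattern-corrected inhibition of the luciferase reporter signal at the single screening dose is 50% or more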
# NCOA1 inh = SRC1 coactivator transcriptional activity inhibitors, primary screen, cell-based, luminescence; Nuclear receptor coactivator 1 (Homo sapiens), Q15788; HEK293 GAL4-SRC1 luciferase reporter; actives 0.12% (n = 360,000); inhibition, % at 3.6 µM;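 active means inhibition above the campaign mean plus 3 SD, with each screening campaign given its own cutoff, cut at about 60% in these data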;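 further: 0% = DMSO treated cells and 100% = gossypol at 36 µM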
# SRC2 inh = inhibition of GAL4-SRC2 driven luciferase reporter, primary screen, SRC2 inhibitor project, cell-based, luminescence. Nuclear receptor coactivator 2 (Homo sapiens), Q15596. HEK293 GAL4-SRC2 luciferase reporter. inhibition, % at 9 µM. actives 0.17% (n = 370,000). AID 651957, 2012;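 active means inhibition above the mean inhibition of all tested compounds plus 3 SD, set per campaign, cut at about 52% in these data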;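 further: 0% = DMSO treated cells and 100% = cells given Gossypol at 36 µM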
# TWEAK-Fn14 inh = inhibitors of TWEAK-Fn14 signaling, primary screen, luciferase reporter cells, uHTS; TWEAK-stimulated Fn14 reporter cells, luciferase luminescence, 8 h; inhibition, % at 10 µM; actives 2% (n = 360,000); AID 1159606, 2016; in the data active means inhibition above about 50%
# NOD2-RIPK2 inh = NOD2-RIPK2 binding disruptors in cells, primary screen, fluorescence, CHO cells, BLA complementation; Receptor-interacting serine/threonine-protein kinase 2 (Homo sapiens), O43353; actives 0.38% (n = 360,000); CCF4 ratio; AID 624267, 2012; inhibition, % at 4.98 µM; in the data active means inhibition above about 21%;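 further: 0% = vehicle only and 100% = reference blocker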
# Target sequence (O43353 whole entry, looked up): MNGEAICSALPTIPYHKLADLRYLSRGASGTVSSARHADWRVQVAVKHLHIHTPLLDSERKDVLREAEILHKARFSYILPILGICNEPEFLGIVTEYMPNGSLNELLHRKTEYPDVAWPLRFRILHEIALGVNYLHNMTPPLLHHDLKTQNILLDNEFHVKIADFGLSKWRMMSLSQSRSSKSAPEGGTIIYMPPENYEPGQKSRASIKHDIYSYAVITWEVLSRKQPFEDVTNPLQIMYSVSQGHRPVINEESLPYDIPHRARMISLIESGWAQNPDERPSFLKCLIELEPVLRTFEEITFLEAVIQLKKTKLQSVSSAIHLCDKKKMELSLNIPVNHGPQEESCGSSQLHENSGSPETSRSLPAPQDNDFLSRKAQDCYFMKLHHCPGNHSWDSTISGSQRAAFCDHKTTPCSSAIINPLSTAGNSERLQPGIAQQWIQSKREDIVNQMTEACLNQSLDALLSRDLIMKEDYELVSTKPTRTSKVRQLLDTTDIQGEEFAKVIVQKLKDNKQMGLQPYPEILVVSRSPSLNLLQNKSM
# TLR9-MyD88 inh = inhibitors of TLR9-MyD88 association in cells, primary screen, cell-based, CHO, BLA complementation, fluorescence; Toll-like receptor 9 (Homo sapiens) + Myeloid differentiation primary response protein …; CCF4 FRET ratio; inhibition, % at 4.98 µM; actives 0.21% (n = 340,000);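 active means inhibition above the mean over all tested compounds plus 3 SD, cut at about 21% in these data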;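 further: 0% = DMSO only wells and 100% = clavulanate BLA inhibitor control wells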
# NR2F2 inh = NR2F2 transcriptional activity inhibitors, primary screen, cell-based, luciferase reporter, HEK293T, luminescence; COUP transcription factor 2 (Homo sapiens), P24468; HEK293T NGFI-A luciferase reporter; inhibition, % at 8.6 µM; actives 0.7% (n = 370,000); AID 686940, 2013;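 active means inhibition above a per-plate cutoff, mean inhibition of test wells between control levels plus 3 SD, cut at about 38% in these data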;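 further: cells cotransfected with COUP-TFII expression vector driving the NGFI-A reporter; 0% = median of COUP-TF2 test wells and 100% = reporter-only cells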
# Target sequence (P24468 whole entry, looked up): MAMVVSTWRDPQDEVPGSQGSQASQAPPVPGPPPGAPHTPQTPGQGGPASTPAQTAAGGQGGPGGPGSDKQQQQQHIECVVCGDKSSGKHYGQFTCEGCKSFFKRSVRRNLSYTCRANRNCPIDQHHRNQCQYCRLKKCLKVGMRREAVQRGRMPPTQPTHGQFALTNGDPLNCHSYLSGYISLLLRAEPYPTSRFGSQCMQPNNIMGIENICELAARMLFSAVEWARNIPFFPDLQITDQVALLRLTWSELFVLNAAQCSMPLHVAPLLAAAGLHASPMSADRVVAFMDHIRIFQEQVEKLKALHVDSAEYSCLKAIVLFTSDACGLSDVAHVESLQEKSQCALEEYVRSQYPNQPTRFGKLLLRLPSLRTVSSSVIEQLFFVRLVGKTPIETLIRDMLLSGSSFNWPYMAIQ
# NCOA3 inh = SRC3 coactivator transcriptional activity inhibitors, primary screen, cell-based, luminescence; Nuclear receptor coactivator 3 (Homo sapiens), Q9Y6Q9; HEK293 GAL4-SRC3 luciferase reporter; inhibition, % at 3.6 µM; actives 0.17% (n = 360,000); AID 588352, 2011;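 active means inhibition above a per-campaign cutoff, the mean of all compounds plus 3 SD, cut at about 60% in these data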;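 further: 0% = DMSO-treated cells and 100% = gossypol-treated cells at 36 µM; higher means less SRC3-driven luciferase light from the GAL4 reporter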
# ABHD5 PLIN5 PPI = ABHD5-PLIN5 interaction inhibitors, primary screen, cell lysate, split luciferase complementation, luminescence; Perilipin-5 (Homo sapiens) + 1-acylglycerol-3-phosphate O-acyltransferase ABHD5 (Homo …; Split G. princeps luciferase complementation, 4 h; inhibition, % at 4 µM; actives 0.78% (n = 360,000);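 active means inhibition above the mean inhibition across every tested compound plus 3 SD, cut at about 22% in these data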;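 further: 0% = DMSO only wells and the 100% control is not disclosed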
# Granule exo inh = LAMP-1 surface exposure blockers, TALL-104 cells – cell-based, flow cytometry, MLPCN library, primary screen. AID 651702, 2012. TALL-104 LAMP-1 surface exposure; cells stimulated with thapsigargin and PMA. inhibition, % at 10 µM. actives 0.66% (n = 360,000);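 active means inhibition above about 55%, limit read from the data; inconclusive means no clear call, values can overlap the other calls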
# LRH-1 inv ag = LRH-1 (NR5A2) inverse agonists, primary screen, cell-based, luminescence, HEK293T, StAR-luciferase reporter. AID 602396, 2012. inhibition, % at 3.6 µM. actives 0.13% (n = 360,000). LRH-1 transfected, 24 h;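 active means inhibition above the mean inhibition of all tested compounds plus 3 SD, cut at about 73% in these data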;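 further: 0% = DMSO wells and 100% = reporter-only cells lacking LRH-1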
# Starred values were filed as active, the others as inactive; ? = inconclusive; nt = no result given.
SMILES,TROY signal inh,NCOA1 inh,SRC2 inh,TWEAK-Fn14 inh,NOD2-RIPK2 inh,TLR9-MyD88 inh,NR2F2 inh,NCOA3 inh,ABHD5 PLIN5 PPI,Granule exo inh,LRH-1 inv ag
CC1CCCN(CCCNC(=O)CN2C(=O)CSc3ccc(S(=O)(=O)N4CCOCC4)cc32)C1 (stereo unspecified),-8,-4,-6,-1,2,-6,5,5,-1,-1,-12
Oc1ccc(Nc2nnc(-c3ccc(O)cc3)c3ccccc23)cc1,-5,-5,-1,-8,-2,-1,-30,3,-3,4,3
C#CCOCCOCCOCCNc1nc(N2CCN(C(=O)[C@H](CCC(=O)O)n3cc(CN)nn3)CC2)nc(N2CCN(C(=O)[C@H](CCC(=O)O)n3cc([C@@H](N)[C@H](C)CC)nn3)CC2)n1,7,-8,-36,10,-4,-3,11,1,7,-1,3
COc1ccc(NC(=O)N2CCc3ccccc3C2)c(OC)c1,-70,-27,-30,-12,-7,1,-32,-42,-4,1,-44
CCCCCCCCN1C(=O)[C@H](CC(=O)NCCCN2CCCC2=O)C[C@@]2(C(=O)OC)CC(C)(C)CC=C12,nt,nt,-8,nt,8,nt,18,nt,9,-16,-20
C[C@H]1C(=O)N(C)CCN1C(=O)c1cccc(OC2CCN(CC(C)(C)C)CC2)c1,-6,9,14,13,-8,4,-10,4,8,-11,6
CC(NC(=O)c1ccccc1)C(=O)NC1=NCCS1 (stereo unspecified),7,-2,-12,-11,5,-2,10,-8,-3,-3,-6
CC1(C)C=C2C(=NN(c3ccccc3)C(N)=C2C#N)CO1,-3,-15,3,-7,5,-5,-12,0,-13,4,-4
CN1C(CC(=O)Nc2ccc(Br)cc2)c2ccccc2CC1(C)C (stereo unspecified),30,9,-7,12,-4,3,0,9,7,1,8
Cc1ccc(C(=O)CCC(=O)N2CCC(C(N)=O)CC2)cc1,2,-18,0,0,-10,-5,-14,3,1,-2,7
CC(C)Oc1ccc(CC2CCC(=O)N(C)C2=O)cc1 (stereo unspecified),1,-19,17,-11,0,-8,-12,1,-4,-2,5
COC(=O)Nc1sc2nc(C)cc(C)c2c1-n1cccc1,0,-13,14,33,2,-4,5,8,1,-4,16
COC(=O)c1ccc(Cn2nc([N+](=O)[O-])c(Br)c2C)cc1,-19,-1,-23,-11,-4,-12,15,24,-2,7,3
COc1cccc(NC(C)(C)c2nnnn2-c2c(C)cccc2C)c1,4,-12,-11,-2,3,nt,7,-10,-5,12,7
C=CCOC(=O)C1=C(C)NC(SCC(=O)Nc2nccs2)=C(C#N)C1c1cccs1 (stereo unspecified),34,-12,8,27,-1,-1,-4,-15,-8,0,-8
Cn1ncc(N2CCN(C(=O)c3ccc(Cl)cc3)CC2)c(Cl)c1=O,-6,6,-12,7,-15,-10,-3,7,1,1,7
CC1(Oc2ccc3ccccc3c2)CCN(Cc2cccn2-c2nccs2)C1 (stereo unspecified),14,5,15,4,-2,nt,-16,1,4,-2,9
CCOC(=O)c1nn(-c2ccc(C)c(C)c2)c(=O)c2c(N)scc12,-12,-4,-1,-1,4,-7,23,-14,-29,1,1
COc1cc(-c2n[nH]c(=O)o2)cc(OC)c1OC,-1,7,-15,-2,-34,6,-3,8,8,1,28
COc1ccc(-n2nc3c(c2NC(=O)COc2ccccc2)CS(=O)C3)cc1 (stereo unspecified),-9,-38,2,5,-5,15,3,10,3,-2,13
O=C(CS(=O)(=O)c1ccc(F)cc1)Nc1nccs1,-14,3,6,-3,-6,5,8,6,-4,-6,-3
COc1ccc(C2CC(=O)C3=C(C2)Nc2ncnn2C3c2ccccc2)cc1 (stereo unspecified),-1,12,-9,5,-10,-4,-9,18,-3,-4,10
CN(C(=O)c1ccccc1Cl)c1ccccc1C(=O)NCCc1ccccc1,0,-8,-1,2,-10,-5,24,31,2,0,15
C[C@H]1CN([C@@H](C)CO)C(=O)CCCn2nncc2CO[C@H]1CN(C)C(=O)Cc1ccccc1,-7,-2,20,5,-1,3,21,-9,3,-10,0
COCc1c(C(=O)OCC(=O)c2c(N)n(CC(C)C)c(=O)n(C)c2=O)oc2ccccc12,24,13,16,29,-9,-5,29,2,0,-5,6
Cc1nc(C)c(-c2csc(Nc3ccc(C(=O)O)c(O)c3)n2)s1,8,-38,7,10,-2,-5,-12,-18,7,-15,3
Cn1c(=O)c2c(nc(N3CCCCCC3)n2CC(O)COc2ccc(Cl)cc2)n(C)c1=O (stereo unspecified),4,-1,-15,1,-3,-9,10,5,3,2,-8
COc1c(/C=N/Nc2ccc([N+](=O)[O-])cc2[N+](=O)[O-])c(C)nn1-c1ccccc1,-4,-8,-3,-47,5,-5,3,-15,-5,-1,-26
CCCNC(=O)NC(=O)COc1c(F)c(F)cc(F)c1F,-6,-33,-2,-19,0,-12,-8,6,0,-3,2
Cc1cccc(C)c1NC(=O)c1c(O)c2ccccc2[nH]c1=O,14,-14,6,-18,7,-10,8,-39,3,-1,-2
COc1ccc(C)cc1S(=O)(=O)NNc1nc(C)cc(C)n1,-11,-9,-17,11,-2,-6,-1,5,-4,0,15
Cc1nn(-c2ccc(N3CCCCC3)nn2)c(C)c1CCC(=O)Nc1ccccc1F,-45,-42,-11,-21,-8,4,-3,-24,5,-8,-49
CC(=O)N1CC2(CC(c3ccccc3C(F)(F)F)=NO2)CN1c1ccc(Cl)cc1 (stereo unspecified),-3,7,9,-2,8,-8,8,5,-8,-1,-2
CC(=O)Cn1cnc2c(cnn2-c2ccc(C)c(C)c2)c1=O,-30,-90,-81,17,-5,-4,-43,-80,5,-4,-94
CCOC(=O)C1CCCN(C(=O)c2ccc3nc(-c4ccc(OC)c(OC)c4)c(-c4ccc(OC)c(OC)c4)nc3c2)C1 (stereo unspecified),-3,-12,-26,0,2,2,1,-15,13,-2,18
COc1cccc(-c2nc(-c3ccccn3)no2)c1OC,-38,-92,-53,-2,-12,3,-40,-66,1,3,-118
Cc1cc2oc(C(=O)NCc3ccccc3)cc(=O)c2cc1C,-5,7,7,4,-10,0,-4,-9,-11,?,9
Oc1csc(Cc2nc(-c3ccc(Br)cc3)cs2)n1,-45,-104,-49,-36,8,-1,-36,-86,-3,4,-45
CCOC(=O)C1(Cc2cccc(Cl)c2)CCCN(C(=O)c2cnn(CC)c2)C1 (stereo unspecified),-41,-11,-31,-29,-8,3,10,-6,8,-3,5
CCCCC(=O)Nc1ccc(C)c(O)c1,3,-8,-6,-4,-4,-3,-3,-20,0,13,1
Cc1c(Cl)c([N+](=O)[O-])nn1Cc1ccc(C(=O)N/N=C\c2cc(Cl)ccc2O)o1,-5,60,-9,-20,0,-2,-1,43,4,2,-7
COc1ccc(N(CC(=O)Nc2cc(Cl)ccc2OC)S(=O)(=O)c2c(C)[nH]c(=O)[nH]c2=O)cc1,8,-2,-4,-2,-10,-3,-11,2,8,11,12
Cc1ccc(S(=O)(=O)/N=C(\CCl)N2CCOCC2)cc1,12,26,-10,5,-2,-2,15,12,15,-4,42
Cc1cc(NC(=O)CSc2nnc(C)n2C)no1,-5,-10,-11,16,1,-1,-7,12,2,11,-7
N#CC1(c2ccccc2)CCCN1C(=O)c1ccc(Br)cc1 (stereo unspecified),8,8,-27,9,-10,-4,16,12,0,-3,5
CC(C)c1cccc(C(C)C)c1NC(=O)CN1CCCC1,-15,-5,-31,11,3,8,-8,8,11,3,-7
Cn1c(NCc2ccccc2)nc2c1c(=O)n(Cc1ccccc1)c(=O)n2C,1,-5,-12,15,1,-6,12,9,-5,-2,8
O=C1C/C(=C\c2c(F)cccc2Cl)N2CCC1CC2,7,-8,-26,18,5,-4,-28,4,-7,2,-3
O=C(OCc1cccc([N+](=O)[O-])c1)c1cccnc1,-25,7,-34,-8,5,6,0,-5,-5,26,-9
CC1CCCC(NC(=O)CSc2ccc(F)cc2)C1C (stereo unspecified),1,-5,-30,-1,-2,4,2,14,-8,-5,12

# Gathered by group: those above containing a furan ring, fused or not
SMILES,TROY signal inh,NCOA1 inh,SRC2 inh,TWEAK-Fn14 inh,NOD2-RIPK2 inh,TLR9-MyD88 inh,NR2F2 inh,NCOA3 inh,ABHD5 PLIN5 PPI,Granule exo inh,LRH-1 inv ag
COCc1c(C(=O)OCC(=O)c2c(N)n(CC(C)C)c(=O)n(C)c2=O)oc2ccccc12,24,13,16,29,-9,-5,29,2,0,-5,6
Cc1c(Cl)c([N+](=O)[O-])nn1Cc1ccc(C(=O)N/N=C\c2cc(Cl)ccc2O)o1,-5,60,-9,-20,0,-2,-1,43,4,2,-7

# (cont.)
SMILES,TROY signal inh,NCOA1 inh,SRC2 inh,TWEAK-Fn14 inh,NOD2-RIPK2 inh,TLR9-MyD88 inh,NR2F2 inh,NCOA3 inh,ABHD5 PLIN5 PPI,Granule exo inh,LRH-1 inv ag
COc1ccc(N2CC(C(=O)OCC(=O)c3ccccc3)CC2=O)cc1 (stereo unspecified),11,-11,5,-5,-4,0,-7,6,0,3,-11
CN(c1ccccc1)S(=O)(=O)c1cccc(NC(=O)COC(=O)C2CCCCC2)c1,-3,0,22,-2,-15,-1,-5,11,1,-8,3
Cc1ccc(/C=N/NC(=O)c2cccc(S(=O)(=O)Nc3ccccc3Cl)c2)o1,4,9,-4,-11,-4,-4,23,10,-1,1,-6
COc1ccc(NS(=O)(=O)c2cccc(NC(=O)c3ccc(Cl)nc3)c2)cc1,27,23,7,70*,8,-2,75*,10,1,-3,49
CCOC(=O)C1=C(C)Nc2ccccc2N/C1=N\S(=O)(=O)c1cccc(Cl)c1,6,-3,-3,9,2,0,1,-1,-12,0,-17
Cc1nnc(SCC2=C(C(=O)O)N3C(=O)C(NC(=O)COc4ccc(F)cc4)C3SC2)s1 (stereo unspecified),-13,-7,6,5,-10,-3,1,6,9,3,-13
Cc1cc(Cl)ccc1OCC(=O)Nc1cccc(S(=O)(=O)N2CCCC2)c1,4,-9,-21,0,0,6,-15,-22,-2,4,-13
Cc1ccc(NC(=O)NCc2ccc3c(c2)OCO3)cc1,-17,-57,-12,-22,-16,-13,-15,-16,-10,0,-28
COc1ccc(CCNC(=O)Cn2nnc(C(=O)Nc3cc(C)ccc3C)c2N)cc1OC,18,-1,4,0,-9,10,1,13,7,10,-4
CC(OC(=O)c1ccccc1C(=O)N(C)C1CCCCC1)C(=O)NC1(C#N)CCCCC1 (stereo unspecified),-4,-1,5,-3,-3,6,7,26,-8,1,8
CSC[C@H]1CN(Cc2ccccc2)C(=O)[C@@H]1CC(=O)Nc1ccccc1,0,12,13,1,-11,-2,15,10,4,1,13

# An excerpt (hit frequency here may not be typical).
